Compound activity as filed in PubChem BioAssay.
bCat nuc transl = modulators of beta-catenin nuclear translocation, primary screen, imaging, HeLa cells, immunofluorescence, high-content. nuclear translocation activity, % at 5 µM. 0.3% of 190,000 active. AID 1665, 2009;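 active = nuclear translocation activity above 50% at 5 µM, with a well cell count of 50 or more; inconclusive = wells under 50 cells across six images, flagged as toxic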;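 note: per-cell ratio of nuclear to cytoplasmic median beta-catenin stain intensity; plate controls were DMSO negative control for no effect and GSK-3 inhibitor IX positive control for full effect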
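Test system: human HeLa cells, native beta-catenin. Compound dosing: 5 µM primary single dose, 0.1% DMSO, 0.02–20 µM confirmation series. Incubation: compound exposure 24 h at 37°C. Detection: beta-catenin immunostaining with DAPI counterstain, 20x imaging, 6 fields/well. Read-out basis: Nuclear/cytoplasmic beta-catenin signal ratio, % activation.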
Yfh1-depleted yeast = enhancers of respiration in Yfh1-depleted yeast, dose response, Friedreich's ataxia, plus single-dose screen (AID 1465) | S. cerevisiae Yfh1-off respiration, WST-1 reduction, 72 h; higher fold induction means a stronger effect | fold induction at 50 µM; hits with a dose series show EC50 in µM | 0.074% of 220,000 active;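 active = fold induction of absorbance versus untreated yeast above a set limit, then at least 30% activation at any dose in follow-up; inconclusive = repeats straddling the limit, or above it without dose testing; inactive = fold induction below the set limit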;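 note: activators that raise dye reduction in frataxin-depleted yeast; strong numbers were not always called active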
Autophagy HCS = autophagy modulators in MEF cells, primary screen, imaging, high-content, MEF GFP-LC3; MEF GFP-LC3 puncta imaging; test concentration mostly 10 µM; 0.98% of 190,000 active; calls only at 10 µM (by protocol);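 active = percentage of spot-positive cells more than 3 SD above its plate mean, without a fluorescence outlier flag or 80% toxicity; inconclusive = no clear call, values can overlap the other calls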;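 note: spot-positive cell cutoff set from DMSO-treated cells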
MT stabilizer = microtubule stabilizers in HeLa cells, primary screen, imaging, high-content imaging; HeLa tubulin immunostaining HCS, 24 h; share of cells brighter than vehicle mean+2SD; % tubulin-high responders, % at 10 µM; 0.83% of 200,000 active; AID 2205, 2009;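 active = plate Z-score above 3 for both tubulin-high and condensed-nucleus cell shares, with cell loss under 80%, at 10 µM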;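 note: anti alpha tubulin signal scored within the nucleus-defined area of each cell; some results filed as inactive read as strong as hits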
M1AAP inhibition = P. falciparum M1AAP inhibitors, biochemical, fluorogenic H-Leu-NHMec substrate, 1536-well (AID 1445). one-dose inhibition, % at 30 µM; IC50 in µM for titrated hits. Aminopeptidase N (Plasmodium falciparum (isolate 3D7)). 0.42% of 220,000 active. recombinant M1AAP, H-Leu-NHMec fluorogenic kinetic assay; higher % means a stronger effect;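 active = primary inhibition above the hit cutoff, then over 50% inhibition at one or more dose response concentrations, cut at about 23% in these data, passing the limit was not always enough; inconclusive = conflicting primary data, or primary hits not chosen for dose response; inactive = low primary inhibition, or under 50% at every dose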;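 note: plate controls were DMSO full reaction for no effect and no enzyme background for full effect; strong numbers were not always called active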
Dynein cargo inh = inhibitors of GR-EGFP nuclear translocation, primary screen, dynein cargo transport inhibitor project, imaging, high-content, 3617.4 mouse cells | test concentration mostly 20 µM; stimulated with dexamethasone, 1 µM; active compounds read low | z-score, hits read low | 0.47% of 220,000 active;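 active = plate z-score of nuclear minus cytoplasmic receptor signal below a set negative limit, without overly bright fluorescence or cell loss, cut at about -3.5 in these data, passing the limit was not always enough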;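 note: z-score of nuclear minus cytoplasmic ring GR-EGFP intensity difference per well; some compounds called inactive have numbers as strong as hits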
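medium = tetracycline-free induction medium containing charcoal-stripped FBS | probe or stimulus = dexamethasone, 1.0 µM final | timing = 48 h induction, then 1 h compound, then 30 min agonist, 37 °C | detection = automated 10x imaging of fixed Hoechst-stained cells | read-out basis = nuclear versus cytoplasmic GR-EGFP signal, averaged per well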
T cell modulator = modulators of CD8 T cell-vesicle binding, primary screen, mouse 2C CD8+ T cells, flow cytometry. 0.068% of 330,000 active. AID 2052, 2009. calls only at 7 µM. 2C CD8+ T cell-vesicle binding; active compounds read low;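 active = response, share of CD8 T cells binding vesicles, and their 90th percentile fluorescence all below set limits, cut at about 80% in these data, passing the limit was not always enough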
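System: murine 2C transgenic CD8+ T lymphocytes; also added: QL9-loaded Drosophila micro-vesicles; times: binding 1.5 h at 37 °C; measured by: flow cytometry, PE anti-B7-1 (FL2) versus Alexa647 anti-CD8 (FL8), PFA-fixed; control set: Peptide-free naked vesicles (low) and QL9 vesicles with 0.7% DMSO vehicle (high)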
M17LAP inhibition = P. falciparum M17LAP inhibitors, primary screen, biochemical, fluorogenic H-Leu-NHMec substrate, 1536-well (AID 1619); one-dose inhibition, % at 30 µM; IC50 in µM for titrated hits; Leucine aminopeptidase (Plasmodium falciparum (isolate 3D7)); 0.38% of 220,000 active; recombinant M17LAP, H-Leu-NHMec fluorogenic kinetic assay; higher % means a stronger effect;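 active = compound inhibiting the enzyme by more than half at any dose during confirmatory dose-response retesting; inconclusive = strong single-dose inhibitors picked by rank but not retested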;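 note: plate controls were full reaction with DMSO carrier for no effect and no enzyme background for full effect; strong numbers were not always called active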
WT yeast gro inh = growth inhibition of WT strain, primary screen, mitochondrial fusion inhibitor project, WT and mutant strains, chemical genetic; mitochondrial fusion phenotypic screen; inhibition, % at 10 µM; 2.1% of 190,000 active; AID 1362, 2008; in the data active = inhibition above about 58%; tested in S. cerevisiae
WT yeast gro inh mutant strain = also measured in WT yeast gro inh; calls as there; inhibition, %; mitochondrial fusion phenotypic screen, mutant strain inhibition
Dynein cargo inh cytoplasmic EGFP = second read-out of Dynein cargo inh, no call of its own (marks repeat the call); z-score; measured here: cytoplasmic GR-EGFP intensity; active compounds read high
Dynein cargo inh nuclear GR-EGFP = recorded beside Dynein cargo inh, whose call it bears; z-score; measured here: nuclear GR-EGFP intensity;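 lower value marks the stronger effect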
Dynein cargo inh cell count = also measured in Dynein cargo inh; calls as there; z-score; measured here: cell count per field
bCat nuc transl cell count 5 µM = also measured in bCat nuc transl; calls as there; cell count; measured here: cell count, cytotoxicity flag
T cell modulator vesicle-bound % = further read-out of T cell modulator, marked with its call; double positive events, %; measured here: CD8+ vesicle-bound cell fraction;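 binding gate set so that unloaded-vesicle control wells show 10% double positive cells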
MT stabilizer Hoechst-high % = recorded beside MT stabilizer, whose call it bears; % Hoechst-high responders; measured here: nuclear condensation Hoechst responders;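 share of cells brighter than vehicle mean plus two SD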
MT stabilizer cytotoxicity % = further read-out of MT stabilizer, marked with its call; toxicity, %; measured here: cytotoxicity by cell density;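 0% = mean cell density of plate MIN control wells and 100% = no cells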
Autophagy HCS cell loss 18 h = also measured in Autophagy HCS; calls as there; toxicity, %; measured here: cell loss, nuclei count;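 cell loss after 18 h compound exposure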
Starred values were filed as active, the others as inactive; i = inactive; ? = inconclusive; · = not tested or not shown; + = active, no number.

SMILES	bCat nuc transl	bCat nuc transl cell count 5 µM	Yfh1-depleted yeast	Autophagy HCS	Autophagy HCS cell loss 18 h	MT stabilizer	MT stabilizer Hoechst-high %	MT stabilizer cytotoxicity %	M1AAP inhibition	Dynein cargo inh	Dynein cargo inh cytoplasmic EGFP	Dynein cargo inh nuclear GR-EGFP	Dynein cargo inh cell count	T cell modulator	T cell modulator vesicle-bound %	M17LAP inhibition	WT yeast gro inh	WT yeast gro inh mutant strain
O=C(NC1CCCCC1)[C@H](CSCc1ccccc1)N1Cc2ccccc2C1=O	1.0	488	i	i	2	4.8	3.0	5.0	4%	3	0.078	2.9	-2.2	i	40	-7%	-6	-26
CCSc1nnc(NC(=O)CCn2c(=O)oc3ccccc32)s1	-9.4	1168	i	·	·	·	·	·	11%	-0.64	-0.75	-0.038	0.26	i	30	2%	-4	1
CCN(CC)CC(C)(C)COC(=O)c1oc2ccccc2c1C	0.1	1256	i	·	·	·	·	·	6%	-0.16	-0.22	-0.18	-0.23	i	45	12%	·	·
CCOC(=O)CCCCC(=O)c1[nH]c(=O)[nH]c1C[n+]1ccc(C)cc1	-0.3	1130	i	i	-17	2.6	2.6	4.5	0%	-0.35	-0.26	-0.15	0.27	i	54	-1%	-13	0
Cc1ccc(NS(=O)(=O)c2cc(NC(=O)c3cc4c(s3)CCCC4)ccc2C)c(C)c1	0.4	990	i	i	7	3.1	2.7	6.0	1%	0.14	-0.26	0.21	-0.12	i	54	6%	17	12
O=c1[nH]n(CCO)c(=O)c2cccnc12	0.0	1385	i	·	·	·	·	·	1%	-0.38	-0.28	0.67	-0.73	i	57	20%	·	·
Cc1ccn2cc(-c3cccc(NC(=O)C(C)C)c3)nc2c1	-0.2	1524	i	i	7	1.6	1.2	5.6	10%	2.5	-0.23	1.3	-0.97	i	61	1%	18	11
C=CCOC(=O)CN1C(=O)c2ccccc2C1=O	·	·	i	i	0	2.6	2.8	18	10%	-0.41	-0.14	0.0093	0.49	i	54	-1%	-19	2
CCOc1ccccc1OCCN1CCC(Cc2ccccc2)CC1	-0.2	503	i	i	5	3.0	2.4	6.2	2%	-0.66	-0.33	-0.79	0.76	i	25	11%	9	13
CCCCC1=CC2=C(c3ccco3)C(=O)C(C)(OC(=O)c3ccc(OC)cc3)C(=O)C2=CN1Cc1ccc(OC)cc1 (stereo unspecified)	0.8	1041	i	·	·	·	·	·	12%	-1	-0.5	-0.22	-0.72	·	·	15%	·	·
O=C(CC1CCCC1)OCn1nnc2ccccc2c1=O	2.5	700	i	i	-16	3.7	2.0	2.5	1%	-0.42	-0.17	0.53	0.081	i	62	6%	6	-5
CCCCNC(=O)Oc1c(Br)cc2sc(=O)oc2c1Br	0.5	1286	i	·	·	·	·	·	?	-0.43	-0.2	0.13	-0.15	i	20	28%	·	·
CN1C(=O)C(CC(=O)N2CCN(C(c3ccccc3)c3ccccc3)CC2)N(C)C1=O (stereo unspecified)	·	·	i	i	-1	4.6	2.5	4.9	1%	3.5	-0.19	1.7	-0.73	i	29	8%	-5	15
O=C(/C=C/c1ccco1)Nc1ccccn1	45	859	i	i	-4	17	40	30	7%	0.46	-0.25	0.35	0.4	i	34	4%	8	-1
O=C(NC1CCCCCC1)C1CC(=O)N(Cc2ccccc2)C1 (stereo unspecified)	-1.8	1200	i	i	-3	2.7	2.1	8.0	0%	-0.83	-0.19	-0.14	0.49	i	54	-9%	-8	-6
O=C(Cn1c2ccc(F)cc2c2nc3n(c(=O)c21)CCS3)Nc1ccc(Cl)cc1F	-2.8	895	i	i	15	5.4	2.4	13	3%	-0.56	-0.19	-0.41	1	i	21	31%	-7	-2
CCSCc1nnc(SCC(=O)Nc2nccs2)n1CC	-3.1	1091	i	i	28	4.6	1.7	7.0	1%	-0.92	-0.098	-0.14	0.22	i	40	-3%	-8	-4
Cc1ccc(S(=O)(=O)N2CCC(C(=O)OC(C)C(=O)NCc3ccc4c(c3)OCO4)CC2)cc1 (stereo unspecified)	-2.2	939	i	i	0	2.2	1.8	6.5	-6%	0.64	-0.22	0.29	-0.56	i	42	3%	-60	-21
O=C(OCC(CO)OC(CO)n1ccc(=O)[nH]c1=O)c1ccccc1 (stereo unspecified)	-1.4	855	i	i	8	6.2	2.0	11	1%	0.45	-0.33	0.6	0.11	i	58	8%	-29	-7
CC(C)(C)C(=O)NCCn1ccc2ccccc21	-0.9	1083	i	i	7	5.0	4.6	12	-3%	0.026	-0.25	0.23	1	i	22	-4%	-7	-7
Cc1occc1C(=O)NCc1ccccn1	-0.1	1070	i	i	1	2.9	2.2	19	9%	1.9	-0.24	1.3	-1.4	i	13	13%	-24	-9
O=S(=O)(c1ccc(Cl)cc1)c1cnc(-c2cccnc2)nc1-c1ccccc1	-0.5	1348	i	i	19	1.0	1.1	1.5	1%	0.084	-0.23	-0.33	0.038	i	56	-4%	7	-18
O=c1cc(C(F)F)oc2c1ccc1ccccc12	-0.6	889	i	i	-6	6.4	1.5	5.5	7%	0.4	-0.062	0.83	-0.9	i	42	-9%	-4	5
Cc1nn(C)cc1C(C)Nc1nc2nonc2nc1N1CCCCC1 (stereo unspecified)	-1.1	1047	i	i	-25	3.8	2.4	8.0	13%	-0.49	-0.3	-0.17	0.65	i	21	8%	-4	0
CC(=O)OCCNc1cc(Sc2nc3ccccc3[nH]2)c2nonc2c1[N+](=O)[O-]	1.4	982	i	i	7	6.6	2.5	5.1	10%	-2.2	4.7	0.26	-2.2	i	31	-14%	13	13
CN(C)S(=O)(=O)N1CCN(Cc2ccccc2)CC1	-5.7	1031	i	i	0	1.9	1.8	3.6	5%	0.94	0.029	0.62	-1.5	i	35	-11%	3	19
Nc1nnc(Cc2ccccc2F)s1	-1.6	956	i	+	11*	4.1	2.3	5.7	-5%	-0.73	-0.33	-0.008	0.88	i	55	-9%	7	1
c1ccc(OCCSc2nc3ccccc3o2)cc1	-1.4	984	i	i	-13	2.8	4.8	9.3	4%	-0.38	0.057	0.076	0.34	i	40	7%	-13	9
C/C=C1\C(OC2OC(CO)C(O)C(O)C2O)OC=C(C(=O)OC)C1CC(=O)OCC1C(C)C(OC(=O)CC2C(C(=O)OC)=COC(OC3OC(CO)C(O)C(O)C3O)/C2=C\C)CC1C(CO)CO (stereo unspecified)	0.3	990	i	i	8	4.7	1.9	13	0%	1.2	-0.19	0.88	-0.35	i	55	6%	6	-25
Cc1ccccc1C(=O)N/N=C/c1ccc([N+](=O)[O-])s1	·	·	i	i	27	3.5	2.7	6.3	5%	0.73	0.75	0.39	0.28	i	33	0%	12	45
C#CCn1c(=NC(=O)c2ccccc2[N+](=O)[O-])sc2cc(S(C)(=O)=O)ccc21	0.5	967	i	i	11	1.4	1.3	0.1	6%	-0.19	-0.12	0.33	-1.3	i	30	5%	-17	-5
COc1ccccc1CNC(=S)NCCc1ccccc1	-3.3	560	i	i	13	3.0	2.3	0.4	-2%	-0.12	-0.32	-0.38	0.57	i	48	1%	69*	58*
Cc1[nH]n2cnnc2c(=O)c1Br	-0.1	1364	i	·	·	·	·	·	5%	-0.37	-0.23	0.64	-0.042	i	31	17%	·	·
COc1cccc(-c2c(C#N)c(N)nc3c2c(=O)nc2sccn23)c1	-7.6	1070	i	i	29	2.5	0.9	4.2	4%	-1.1	-0.3	-0.59	1.4	i	39	2%	-1	11
Cn1c(=O)[nH]c(=O)c2c1nc(NC1CCCCC1)n2Cc1ccccc1	-2.4	935	i	i	12	7.7	2.5	11	1%	0.13	-0.029	0.24	0.84	i	57	12%	38	32
COc1ccccc1-c1nnc(SCC(=O)N2CCOCC2)o1	0.3	538	i	i	16	3.3	2.2	6.0	1%	-0.49	-0.27	0.37	0.81	i	61	-5%	10	12
Cc1ccc(/C=N/NC(=O)c2cccs2)cc1[N+](=O)[O-]	-1.2	1332	·	i	18	2.2	0.9	4.0	5%	0.076	-0.0073	-0.24	0.99	i	15	-7%	-10	-4
